Growth percent in the NCI-60 one-dose screen (48 h, 10 µM unless noted): 100 = growth as untreated, 0 = no growth, -100 = all killed.
RPMI-8226 – RPMI-8226 leukemia cells; 77,000 tested, 7.5% active; AID 1794781
K-562 – K-562 leukemia; 78,000 tested, 7.4% active; AID 1794777
SR – SR leukemia cells. 73,000 tested, 8.7% active
MDA-MB-231 – MDA-MB-231 breast cancer | 81,000 tested, 5% active
CCRF-CEM – CCRF-CEM leukemia; 77,000 tested, 7% active
MDA-MB-435 – MDA-MB-435 melanoma. 82,000 tested, 7.8% active
MDA-MB-468 – MDA-MB-468 breast cancer. AID 2202374. 78,000 tested, 8.5% active
MOLT-4 – MOLT-4 leukemia cells. 80,000 tested, 6.9% active. AID 1794779
* = called active by the depositor; nt = not tested or not shown; & = joins results of further samples; [ ] = another dose, or the depositor's remark. Rule for the calls: active = growth percent below 10; inactive = the rest.

SMILES	RPMI-8226	K-562	SR	MDA-MB-231	CCRF-CEM	MDA-MB-435	MDA-MB-468	MOLT-4
C[C@]12CC[C@@H]3c4ccc(O)cc4C[C@@H](O)[C@H]3[C@@H]1CC[C@@H]2O	103	105	91	107	103	96	98	109
CCOC(=O)Nc1cc(Cl)ccc1O	88	89	112	67	51	83	91	nt
O=C1CCCc2cc(OCCCC(=O)NC3CCCCC3)ccc2N1	84	93	90	92	99	106	101	86
COc1ccc([C@H]2[C@H](C(=O)N(C)C)c3ccccc3C(=O)N2c2ccc(OC)cc2)cc1	nt	105	113	104	nt	110	95	98
COc1ccc(C(=O)N2CCN(C(=O)c3cc(OC)c(OC)c(OC)c3)CC2)cc1OCCCCOc1cc2c(cc1OC)C(=O)N1CCC[C@H]1C=N2	90	116	nt	82	86	108	nt	108
COc1ccc(/C=C/C(=O)c2ccc(NC(=O)CSc3nnc(-c4ccc(-c5nc6ccc(C)cc6[nH]5)cc4)o3)cc2)cc1	57	113	80	98	64	89	102	74
O=C(NCn1c(=O)[nH]c2ccccc2c1=O)NC1CCCCC1	105	87	88	107	60	109	116	96
Cc1ccc([N+]2=NOC(=O)C2S(=O)(=O)Nc2nc3cc(C)ccc3s2)cc1 (configuration not stated)	95	110	nt	80	92	98	98	108
CCn1cc(C(=O)NNC(=S)Nc2ccc(C)cc2)c(=O)c2ccc(C)nc21	99	99	104	94	91	101	88	102
CCOC(=O)N1C=Cc2ccccc2C1C#N (configuration not stated)	104	103	nt	119	107	103	102	111
CCOC(=O)C1=C(C)NC(C)=C(C(=O)OC(C)(C)C)C1c1cccc(C#N)c1 (configuration not stated)	87	82	78	92	98	100	89	82
Cn1cc(-c2nc(-c3c[nH]c4ccncc34)cs2)c2ccccc21	-29*	-33*	-9.5*	25	0.2*	-90*	-12*	36
O=C(CNc1nc(-c2ccccc2)cs1)Nc1cccc([N+](=O)[O-])c1	-18*	8.9*	2.8*	-89*	0.4*	-78*	-91*	0.8*
COc1cc(C(=O)/C=C/c2c(-c3ccc(F)cc3)nc3ccccn23)cc(OC)c1OC	53	48	nt	63	64	92	74	57
CC(O)CC(C)(C)N (configuration not stated)	100	98	57	117	97	106	99	52
N#CCCN(Cc1cccnc1)CN1C(=O)c2ccccc2C1=O	103	99	103	112	107	101	94	95
Cn1cc(-c2[nH][nH]c(=O)c2-c2cn(C)c3ccccc23)c2ccccc21	92	85	79	85	88	61	102	109
COc1ccc2c(c1)C(=O)c1c-2c(=O)n(CCCN(C)C)c2cc(OC)c(OC)cc12	67	64	1.5*	103	15	81	45	14
CC(=O)OCC(=O)[C@@]1(O)CCC2C3CCC4=CC(=O)CC[C@]4(C)C3C(=O)C[C@@]21C (some centres not stated)	95	103	97	116	94	104	99	91
CC1=CCC(OC(=O)C(C)(O)CCC(O)(C(=O)OC2(C(C)C)CCC3(C)C(C2)[O+]3c2ccc(C(C)C)cc2)C(C)C)(C(C)C)CC1 (configuration not stated)	114	97	100	107	103	97	99	108
O=C(Nc1cc(C(F)(F)F)cc(C(F)(F)F)c1)Nc1ccc2oc(=O)ccc2c1	-21*	14	14	-9.2*	17	3.6*	-5.5*	20
BrCCCOc1cccc(OCCCBr)c1	91	96	77	95	76	96	83	78
COc1ccc(-c2nn(-c3ccc(NC(=O)c4cc(Cl)cc(Cl)c4)cc3)cc2-c2ccncc2)cc1Cl	-12*	12	51	25	55	69	70	19
O=C(CBr)Nc1ccc(C(=O)O)c(O)c1	101	107	94	114	94	106	102	90
O=C(O)CCc1cccc2ccccc12	99&100	107&98	95&87	108&96	77&97	105&96	115&100	115&108
COc1ccc(-c2nc3ccccn3c2/C=C2/C(=O)Nc3ccc(Cl)cc32)cc1	92	nt	nt	80	85	81	111	67
Nc1ncnc2c1ncn2C1OC(COP(O)(=S)OC2C(CO)OC(n3ccc(=O)[nH]c3=O)C2F)C(O)C1F (configuration not stated)	117	92	121	117	113	105	118	113
COc1cc(C(=O)O)nc(N)n1	104	100	92	100	97	95	98	95
ClC1(Cl)CC2CC1C1C3CC(C4OC34)C21 (configuration not stated)	103	111	101	116	103	99	111	103
N/C(=N\C(N)=N\c1nc2ccccc2s1)c1cccc([N+](=O)[O-])c1	78	47	30	80	65	25	101	64

In a second layout: entries from further up
> CCOC(=O)Nc1cc(Cl)ccc1O
  RPMI-8226: 88 | K-562: 89 | SR: 112 | MDA-MB-231: 67 | CCRF-CEM: 51 | MDA-MB-435: 83 | MDA-MB-468: 91 | MOLT-4: nt
> CCOC(=O)N1C=Cc2ccccc2C1C#N (configuration not stated)
  RPMI-8226: 104 | K-562: 103 | SR: nt | MDA-MB-231: 119 | CCRF-CEM: 107 | MDA-MB-435: 103 | MDA-MB-468: 102 | MOLT-4: 111
> COc1ccc(-c2nn(-c3ccc(NC(=O)c4cc(Cl)cc(Cl)c4)cc3)cc2-c2ccncc2)cc1Cl
  RPMI-8226: -12* | K-562: 12 | SR: 51 | MDA-MB-231: 25 | CCRF-CEM: 55 | MDA-MB-435: 69 | MDA-MB-468: 70 | MOLT-4: 19

Entries shown so far containing a Cl atom:
SMILES	RPMI-8226	K-562	SR	MDA-MB-231	CCRF-CEM	MDA-MB-435	MDA-MB-468	MOLT-4
CCOC(=O)Nc1cc(Cl)ccc1O	88	89	112	67	51	83	91	nt
COc1ccc(-c2nn(-c3ccc(NC(=O)c4cc(Cl)cc(Cl)c4)cc3)cc2-c2ccncc2)cc1Cl	-12*	12	51	25	55	69	70	19
COc1ccc(-c2nc3ccccn3c2/C=C2/C(=O)Nc3ccc(Cl)cc32)cc1	92	nt	nt	80	85	81	111	67
ClC1(Cl)CC2CC1C1C3CC(C4OC34)C21 (configuration not stated)	103	111	101	116	103	99	111	103

Going on with the list.
SMILES	RPMI-8226	K-562	SR	MDA-MB-231	CCRF-CEM	MDA-MB-435	MDA-MB-468	MOLT-4
CN(C)CCCn1c(=O)n(Cc2ccc(F)cc2)c(=O)n(Cc2ccc(F)cc2)c1=O	96	85	79	103	91	103	92	85
COc1ccc(-c2c(C#N)c(-c3ccco3)nc3c2c(-c2ccccc2)nn3-c2ccccc2)cc1	111	102	101	106	107	96	109	99
COc1ccc(C(=O)NCc2ccc(OCC(=O)NO)c(OC)c2)cc1	115	103	104	101	104	103	99	106
CCOC(=O)c1c2c(cn1Cc1ccc(OC)cc1)-c1oncc1CC2	94	57	46	88	103	78	91	96
CCOC(=O)c1[nH]c(=O)c2c(C)nc(-c3ccccc3)cc2c1O	94	110	97	79	92	109	93	98
COC(=O)c1ccco1	105	101	107	103	106	106	114	95
CN(C)C(=O)c1ccc(SC(=S)NCc2ccccc2)cc1	107	83	-37*[100 µM]	109	0.4*[100 µM]	97	94	111
O=C(CCCN1CCC(O)(c2ccc(Cl)cc2)CC1)c1ccc(F)cc1	97&96	80&101	87&89	98&90	98&87	105&95	98&88	89&106
CC(=O)Nc1ccc(S(=O)(=O)CCc2ccncc2)cc1	85	98	96	100	88	111	100	92
N#Cc1c(N)cc(N)n(-c2nc3ccccc3[nH]c2=O)c1=O	nt	101	80	85	96	94	104	88
C=CC(=O)N1CN(C(=O)C=C)CN(C(=O)C=C)C1	85	23	25	103	10	81	nt	23
CCOC(=O)c1cc(CCCSc2ccc(-c3noc(C(F)(F)F)n3)cc2C)on1	nt	98	103	100	105	105	105	102
CS(=O)(=O)c1ccc(/C(=N/NC(N)=S)c2ccc(F)cc2)cc1	100	85	103	107	93	102	88	103
CC(OC(=O)Nc1ccccc1)C(=O)OCCCl (configuration not stated)	115	109	92	95	nt	96	101	99
O=C(NNc1ncnc2ccccc12)Nc1ccc(Cl)cc1	100	105	99	86	107	105	102	103
COc1ccc(/C=C/c2nnc(/C=C/c3ccc(OC)c(OC)c3)o2)cc1OC	34	15	12	18	nt	10	19	20
C#CCNC(=O)c1cc(C(=O)c2ccc(Cl)cc2)n2ccc(C)cc12	80	93	82	80	86	102	90	93
COc1cccc(NC(=O)Cn2c(C)c(C#N)c3ccccc32)c1	65	55	74	78	77	104	56	83
COc1cc(C2CC(=O)Nc3c(-c4ccccc4)nsc32)cc2c1OCO2 (configuration not stated)	88	80	73	102	97	109	84	79
CCCCCC1C(C)=CC(C)=C(C)C1(C)CN(C)C (configuration not stated)	120	106	99	99	111	122	99	102
COC(=O)[C@@]12CC=C(C)[C@]3(C[C@H](c4ccoc4)OC3=O)[C@H]1C=C[C@@H](O)[C@@]2(O)C(=O)OC	120	94	89	110	111	102	121	106
CC1(C)CC(=O)C=C(N2CCCC2)C1	113	100	nt	110	104	107	106	85
CC(C)CC(=O)C(C)C(C)C (configuration not stated)	116	96	108	102	nt	102	96	96
CC(=O)N(C)c1ccc(Nc2cc(C)[nH]c3ccc4ncnc4c23)cc1	56	30	11	88	29	81	nt	1.8*
O=C1/C(=C/c2cn(-c3ccccc3)nc2-c2ccccc2)SC(=S)N1C1CCCCC1	114	101	106	90	107	99	nt	108
C=C(C)[C@@H]1CCC=C2CC[C@]3(C)[C@H](CC[C@@H]4[C@@]5(C)CC[C@H](OC(=O)c6cccnc6)C(C)(C)[C@@H]5CC[C@]43C)[C@H]21	93	105	80	98	100	107	116	86
O=C(O)C1CC(=O)N(Cc2ccccc2)C1 (configuration not stated)	104	106	nt	104	nt	100	93	101
[O-]/C(=C\[P+](c1ccccc1)(c1ccccc1)c1ccccc1)c1ccccc1	91	85	92	80	95	105	105	92
COc1cc2cc3c(=O)n4c(cc5ccccc54)c(=O)n3c2cn1	106	96	80	104	96	110	97	86
NS(=O)(=O)c1ccc(-n2nc(C(=O)N/N=C\c3ccc(F)cc3)cc2-c2ccc(Br)cc2)cc1	95	18	nt	85	75	-1.3*	74	80

Next structures follow.
SMILES	RPMI-8226	K-562	SR	MDA-MB-231	CCRF-CEM	MDA-MB-435	MDA-MB-468	MOLT-4
CCOC(=O)c1cc2c([nH]1)-c1nc(N)sc1CCC2	87	93	84	77	47	101	85	69
O=C(O)c1ccc(CCCc2ccccc2)cc1	nt	109	101	113	90	102	113	104
O=c1oc2ccc(Br)cc2cc1-c1csc(N=Nc2c(O)[nH]c3ccc(Cl)cc23)n1	144	98	98	72	126	103	90	113
Cc1cc(NCc2cc(Nc3ccnc4cc(Cl)ccc34)ccc2F)nc(N2CCOCC2)n1	29	4.2*	-13*	19	1.0*	-18*	40	nt
N#Cc1nc(CC(=O)c2ccccn2)c(CC(=O)c2ccccn2)nc1C#N	103	93	nt	nt	105	104	71	96
CC1(C)CC(=O)C2=C(C1)OC(C(=O)c1ccc(N=[N+]=[N-])cc1)C2c1cccc([N+](=O)[O-])c1 (configuration not stated)	99	nt	101	95	99	104	116	95
COc1cc([N+](=O)[O-])ccc1N	118	111	107	105	115	109	99	91
COc1ccc(C2=NN(C(C)=O)C(c3ccc(Cl)cc3)C2)cc1S(=O)(=O)NNC(=O)c1ccncc1 (configuration not stated)	103	100	nt	101	103	100	105	101
COc1ccc(NC(=O)CSc2nnc(-c3ccc4nc(-c5ccc(Cl)cc5)[nH]c4c3)o2)cc1	56	15	44	20	67	-7.5*	91	30
CCOC(=O)C/C(=C\c1ccccc1)C(C)=O	95	88	97	-44*	90	109	108	94
CCOC(=O)c1ccc2nc(-c3c(C)nn(-c4ccccc4)c3N3CCCC3)[nH]c2c1	85	89	83	96	102	101	97	86
Nc1ncnc2nc(Br)[nH]c12	nt	90	92	100	94	104	102	96
CC1=CNC(=O)/C1=C\c1cc(=O)oc2ccc(Cl)cc12	94	97	98	98	98	106	96	89
COc1ccc(/C=C2\C(=O)N(c3nc(-c4c(O)cc(C)oc4=O)cs3)N=C2C)cc1OC	101	98	99	97	93	103	90	102
COc1cc(C2C=C(C)N=C3SC=C(C)N32)cc(OC)c1OC (configuration not stated)	-26*	2.2*	-6.3*	-23*	-18*	-33*	-74*	-2.7*
O=S(=O)(O)c1ccc(N=NNc2ccc(S(=O)(=O)O)cc2)cc1	108	85	63	97	110	115	107	90
CC(C)CC(C)C1CCC(C)C1CCC(C)OC=O (configuration not stated)	103	104	98	100	110	101	98	105
CC1=C2CC[C@]2(C)[C@@]2(O)C[C@](C)(CO)C=C2C1=O	111	100	97	106	106	102	123	101
O=c1c2c3c(sc2nc(N/N=C/c2ccc([N+](=O)[O-])cc2)n1Cc1ccccc1)CCCC3	56	59	65	84	nt	91	nt	62
CN(C)C1CCC(NC2=CC(=O)C(NC3CCC(N(C)C)CC3)=CC2=O)CC1 (configuration not stated)	113	114	nt	113	111	113	115	106
Nc1ccc(C(=O)Nc2cccc(N)c2)cc1	nt	104	110	103	97	120	121	111
Cc1cn(-c2cccc(NC(=O)c3ccc(C)c(Nc4nccc(-c5cccnc5)n4)c3)c2)cn1	nt	-22*	1.3*	-48*	25	-28*	-41*	5.8*
CCCCCCCCCCCCCCCCCCNC(=S)NC=C(C(N)=O)C(N)=O	99	93	83	102	95	106	102	97
CC(=O)NC(C)C(=O)O (configuration not stated)	103	116	nt	100	105	112	106	100
O=S(=O)(CS(=O)(=O)c1ccc(Cl)c(Cl)c1)c1ccc(Cl)c(Cl)c1	101	nt	102	113	98	102	93	91
c1cncc(C2SCCCS2)c1	103	93	100	113	101	104	91	96
COC(=O)c1nc(N)nc(C(=O)OC)c1C(=O)c1cccc([N+](=O)[O-])c1	110	105	112	105	100	100	103	112

A section from further up, as a working copy:
SMILES	RPMI-8226	K-562	SR	MDA-MB-231	CCRF-CEM	MDA-MB-435	MDA-MB-468	MOLT-4
CCOC(=O)c1cc2c([nH]1)-c1nc(N)sc1CCC2	87	93	84	77	47	101	85	69
O=C(O)c1ccc(CCCc2ccccc2)cc1	nt	109	101	113	90	102	113	104
